Screening data (PubChem)
mHTT-CaM PPI inh – inhibitors of human mutant huntingtin-calmodulin interaction; P42858; AlphaScreen His-mHTT/GST-CaM binding, luminescence; inhibition, % at 15 µM; 190,000 tested, 3.6% active;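 further: 0% = both proteins with DMSO and 100% = one protein alone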
Target sequence (P42858 whole entry, looked up, stated change not applied): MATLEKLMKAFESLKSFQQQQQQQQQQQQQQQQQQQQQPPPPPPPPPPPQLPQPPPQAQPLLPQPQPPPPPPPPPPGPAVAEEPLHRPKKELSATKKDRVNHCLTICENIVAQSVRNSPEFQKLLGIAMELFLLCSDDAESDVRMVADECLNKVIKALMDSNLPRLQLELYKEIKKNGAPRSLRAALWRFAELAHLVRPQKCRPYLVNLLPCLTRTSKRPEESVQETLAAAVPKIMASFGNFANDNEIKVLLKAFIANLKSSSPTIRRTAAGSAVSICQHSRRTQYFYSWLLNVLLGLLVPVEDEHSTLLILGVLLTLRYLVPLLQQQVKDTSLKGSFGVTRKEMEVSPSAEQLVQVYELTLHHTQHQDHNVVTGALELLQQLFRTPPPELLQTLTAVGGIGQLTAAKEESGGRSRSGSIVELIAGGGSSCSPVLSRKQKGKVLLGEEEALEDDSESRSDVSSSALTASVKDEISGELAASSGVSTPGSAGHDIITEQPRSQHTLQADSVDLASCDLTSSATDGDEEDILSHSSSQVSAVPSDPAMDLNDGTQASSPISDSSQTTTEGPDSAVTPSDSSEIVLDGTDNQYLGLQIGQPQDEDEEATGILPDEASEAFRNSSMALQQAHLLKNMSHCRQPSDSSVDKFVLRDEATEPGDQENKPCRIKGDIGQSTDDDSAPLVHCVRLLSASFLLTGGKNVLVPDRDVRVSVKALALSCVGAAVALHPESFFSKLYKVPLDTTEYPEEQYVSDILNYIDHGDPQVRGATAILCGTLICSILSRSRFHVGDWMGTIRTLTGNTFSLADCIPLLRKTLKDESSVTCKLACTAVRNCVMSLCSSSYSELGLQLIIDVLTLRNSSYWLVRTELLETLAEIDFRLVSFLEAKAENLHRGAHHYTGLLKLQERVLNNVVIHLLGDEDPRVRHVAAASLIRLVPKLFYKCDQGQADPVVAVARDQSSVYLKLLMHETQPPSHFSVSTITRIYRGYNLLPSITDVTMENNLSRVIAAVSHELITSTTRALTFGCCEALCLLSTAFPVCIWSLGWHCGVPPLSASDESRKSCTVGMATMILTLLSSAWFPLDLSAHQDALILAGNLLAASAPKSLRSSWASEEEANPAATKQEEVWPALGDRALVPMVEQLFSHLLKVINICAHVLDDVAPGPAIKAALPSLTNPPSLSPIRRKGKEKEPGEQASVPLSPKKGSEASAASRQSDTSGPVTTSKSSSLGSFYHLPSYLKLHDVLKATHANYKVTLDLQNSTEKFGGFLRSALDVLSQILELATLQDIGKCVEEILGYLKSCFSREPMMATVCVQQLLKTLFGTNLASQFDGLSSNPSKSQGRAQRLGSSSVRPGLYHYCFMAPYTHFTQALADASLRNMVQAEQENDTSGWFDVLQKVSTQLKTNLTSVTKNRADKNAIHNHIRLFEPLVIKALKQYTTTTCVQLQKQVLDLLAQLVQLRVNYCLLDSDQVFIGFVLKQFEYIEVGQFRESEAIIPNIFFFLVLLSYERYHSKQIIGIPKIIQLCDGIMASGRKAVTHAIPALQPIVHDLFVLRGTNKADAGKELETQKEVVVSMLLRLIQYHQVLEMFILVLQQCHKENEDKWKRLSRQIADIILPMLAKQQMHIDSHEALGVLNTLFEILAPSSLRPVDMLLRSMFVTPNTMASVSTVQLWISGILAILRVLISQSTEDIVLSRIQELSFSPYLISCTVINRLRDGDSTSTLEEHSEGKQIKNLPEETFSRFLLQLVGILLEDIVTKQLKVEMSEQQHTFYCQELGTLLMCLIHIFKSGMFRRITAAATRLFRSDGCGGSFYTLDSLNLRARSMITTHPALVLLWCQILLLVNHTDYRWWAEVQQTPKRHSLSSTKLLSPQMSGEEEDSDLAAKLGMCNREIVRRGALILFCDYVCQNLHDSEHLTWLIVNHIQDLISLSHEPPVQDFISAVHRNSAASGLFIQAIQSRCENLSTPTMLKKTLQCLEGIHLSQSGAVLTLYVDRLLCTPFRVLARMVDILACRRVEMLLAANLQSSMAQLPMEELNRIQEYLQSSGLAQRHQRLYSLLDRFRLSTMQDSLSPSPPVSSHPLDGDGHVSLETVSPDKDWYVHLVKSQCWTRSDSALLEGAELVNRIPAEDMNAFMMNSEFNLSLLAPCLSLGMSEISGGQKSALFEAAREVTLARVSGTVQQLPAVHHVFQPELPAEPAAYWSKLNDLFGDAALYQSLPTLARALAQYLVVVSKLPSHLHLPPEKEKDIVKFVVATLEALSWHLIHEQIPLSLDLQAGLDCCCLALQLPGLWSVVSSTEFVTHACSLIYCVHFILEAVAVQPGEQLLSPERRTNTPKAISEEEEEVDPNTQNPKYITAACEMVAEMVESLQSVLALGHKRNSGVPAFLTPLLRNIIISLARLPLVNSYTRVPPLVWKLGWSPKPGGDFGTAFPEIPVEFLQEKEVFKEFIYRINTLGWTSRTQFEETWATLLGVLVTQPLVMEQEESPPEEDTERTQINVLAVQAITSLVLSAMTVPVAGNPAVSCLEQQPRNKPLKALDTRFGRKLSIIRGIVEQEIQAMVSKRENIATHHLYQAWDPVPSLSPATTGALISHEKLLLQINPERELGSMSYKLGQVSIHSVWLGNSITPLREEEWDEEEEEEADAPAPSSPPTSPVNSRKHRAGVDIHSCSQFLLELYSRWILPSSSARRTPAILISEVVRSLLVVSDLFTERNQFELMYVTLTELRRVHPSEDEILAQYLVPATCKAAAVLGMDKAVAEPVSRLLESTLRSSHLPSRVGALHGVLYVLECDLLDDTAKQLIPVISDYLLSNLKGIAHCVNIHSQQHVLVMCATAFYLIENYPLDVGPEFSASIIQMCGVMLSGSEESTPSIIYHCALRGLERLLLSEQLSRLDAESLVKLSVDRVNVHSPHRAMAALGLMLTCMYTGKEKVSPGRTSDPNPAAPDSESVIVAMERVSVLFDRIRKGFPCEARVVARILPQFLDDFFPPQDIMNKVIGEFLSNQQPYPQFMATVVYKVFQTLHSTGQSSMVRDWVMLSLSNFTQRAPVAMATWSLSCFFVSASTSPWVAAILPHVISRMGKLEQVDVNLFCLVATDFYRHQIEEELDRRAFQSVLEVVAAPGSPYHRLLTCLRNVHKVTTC
Pf apPOL block – Pf-apPOL DNA polymerase inhibition; Recombinant Pf-apPOL, molecular beacon fluorescence, 1.5 h; inhibition, % at 10 µM; 210,000 tested, 0.25% active; AID 1794808
* marks the source's active call; other numbers are inactive results; / = not tested or not shown; & = joins results of further samples. No stated cut-off is given here; in the data, active means inhibition above about 50%; inactive means the rest. Hits appear at their usual frequency; 3.5% or so of the library scored in one or more.

compound | mHTT-CaM PPI inh | Pf apPOL block
Cc1ccc(C)c(N2CCC(C(=O)Nc3cccc(C(F)(F)F)c3)C2=O)c1 (stereo not given) | 78.7* | -3.9
O=C(Nc1ccccc1)OCCSCc1ccc2nc(C(F)(F)F)ccc2c1 | / | -11.0
CC(NC(=O)C1CCN(Cc2cn(C)c3ccc(Cl)cc23)CC1)c1ccccc1 (stereo not given) | 10.8 | -3.1
Cc1ccc(N2C(=O)C3C(C2=O)C2C=CC3C23CC3)cc1Cl (stereo not given) | -4.0 | -9.4
N#Cc1cccc(C(=O)NCC(O)C2CCCCC2)c1 (stereo not given) | -17.6 | -8.9
CC(C)(C)c1[nH]nc2c1C(c1ccc(Cl)s1)C(C#N)=C(N)O2 (stereo not given) | 1.5 | /
COc1ccc(N=C2NC(=O)S/C2=C\c2ccc(N(C)C)cc2)cc1 | 17.0 | -49.4
CN1CCc2cc(C(CNC(=O)c3cccs3)N3CCOCC3)ccc21 (stereo not given) | 95.4* | -19.3
COc1cc(C(=O)/C=C/Nc2ccc(C)cc2O)cc(OC)c1OC | -2.0 | -0.1
c1ccc(COCC2CCNCC2)cc1 | 2.4 | -5.0
CC(C)(C)OC(=O)NCc1n[nH]c(=S)n1C1CC1 | / | 0.9&-5.1
C=CCn1c(=O)c2c(ncn2Cc2ccccc2)n(-c2ccccc2C)c1=O | 10.8 | -7.7
COC(CNC(=O)c1c[nH]c2ccc(S(=O)(=O)N(C)c3cc(C)ccc3C)cc2c1=O)OC | 29.0 | -8.4
COCOCCn1cc(CN2CCS(=O)(=O)N(Cc3ccc(-c4ccc(F)nc4)cc3)C(C)C2=O)nn1 (stereo not given) | 6.5 | -8.6
C=CCNC(=O)c1nnc(N2CCCC2)c2ccccc12 | 8.5 | -24.0
CCOc1ccccc1N(CC(=O)Nc1ccccc1F)S(=O)(=O)c1ccccc1 | -7.1 | -3.1
CCc1ccccc1NC(=O)Cn1cc2c(n1)CCC(C)C2 (stereo not given) | -14.4 | -2.7
CSc1cc(-c2cccs2)[nH]c(=O)c1C#N | / | -4.0
CCOc1cc(C2Nc3ccccc3C(=O)N2c2ccc(C)cc2)ccc1O (stereo not given) | 10.0 | 3.7
O=C(CCSc1ccccc1)N1CCC(Oc2nc3ccccc3s2)CC1 | 24.8 | -35.3
Cc1ccc(S(=O)(=O)N2CCN(c3ccc([N+](=O)[O-])cc3Cl)CC2)cc1 | 25.9 | -4.6
Cc1ccc(C2CC(C(F)(F)F)n3nc(C(=O)N4CCC(C)CC4)cc3N2)cc1 (stereo not given) | 18.0 | -11.8
Cc1ccc(C)c(NC(=O)COc2ccccc2Br)c1 | -7.7 | -11.9
CSc1ccc(CNC(=O)c2cn3ccccc3n2)cc1 | -5.7 | -2.5
Cc1ccc(N2C=C(C#N)S(=O)(=O)c3c(F)cccc32)cc1C | -0.4 | -1.5
COc1cc(C(=O)c2cc(Cl)ccc2N)cc(OC)c1OC | 16.3 | -1.8
O=C(CSc1nc2ccccc2s1)Nc1ccccn1 | -2.3 | -4.1
CCOc1ccc(C2CC(c3ccc(Cl)cc3)n3nc(N)nc3N2)cc1 (stereo not given) | 3.2 | -0.6
CCC[C@H]1COCCS(=O)(=O)N1Cc1ccc(Br)cc1 | -8.7 | -4.3
COc1cc(NC(=O)c2ccc(Cl)c(Cl)c2)cc(OC)c1 | -14.6 | -1.5
COc1ccc(-c2nc(-c3ccc(Br)cc3)no2)cc1OC | -13.5 | -2.2
COc1cc(NC(=O)N2CCCC2c2c(C)noc2C)cc(OC)c1OC (stereo not given) | 1.7 | -8.4
C[C@@H](c1ccccc1)N1C[C@H](COCc2ccccc2)Oc2cc(N3CC[C@@H](N(C)C)C3)ccc2S1(=O)=O | 100.2* | -4.8
COc1ccc(NC(=O)CCCOc2cccc(C)c2)c(OC)c1 | -7.4 | -1.3
Cc1cccc(N2CCN(C(=O)C3CCCN(c4nnc5cccc(C)n45)C3)CC2)c1 (stereo not given) | 24.1 | -2.1
CC(C)(C)S(=O)(=O)c1ccc(S(=O)(=O)C(C)(C)C)s1 | -6.3&-8.4 | 0.4
CCCCN1C(=O)C(CC(=O)Nc2cccc(SC)c2)Sc2ncccc21 (stereo not given) | 1.6 | -3.7
CC(C)(C)C(=O)NNC(=O)C(C)(C)C | / | -1.0
O=C(Nc1nccs1)c1cc(-c2ccncc2)nc2ccccc12 | -1.5 | 0.8
CCCCS(=O)(=O)N1CCC(c2nc(C3CC3)no2)C1 (stereo not given) | 0.9 | 1.7
COCCNc1ccc(-c2nc(-c3cccc(F)c3)no2)cn1 | -8.1 | -7.7
COc1ccc(-c2cn3ccn(-c4ccccc4)c(=O)c3n2)cc1OC | -2.8 | -0.2
CCOC(=O)c1c(Nc2ccccc2F)sc(C(=O)c2ccc(Cl)cc2)c1N | / | -1.2
Cn1c(C(=O)NCc2cccc(F)c2)cc2ccncc21 | -5.1 | -3.4
CCCc1cc(C(=O)N2CCCC2c2cc(C(C)C)no2)no1 (stereo not given) | -6.7 | -0.8
O=C(Nc1cnc(N2CCOCC2)nc1)c1cccc(Cl)c1 | -8.6 | -2.6
CCC(C)NC(=O)C1CCN(c2nccnc2Sc2ccc(C)cc2)CC1 (stereo not given) | -7.5 | -4.6
CCOc1ccc(C(=O)Nc2ccc(C(C)=O)cc2)cc1 | 5.3 | -4.9
COC(=O)c1ccc(NC(=O)C(=O)Nc2ccc3c(c2)N(C(=O)C2CC2)CCC3)cc1 | 6.3 | 6.3
COc1cccc(C(=O)N2CCc3c(c(COCc4ccc(C)cc4)nn3C)C2)c1 | 15.4 | 0.7
O=C(CC1SC(=Nc2cccc(F)c2)NC1=O)Nc1cc(Cl)ccc1Cl (stereo not given) | / | -10.1
CCOc1ccc(S(=O)(=O)N(Cc2cccs2)Cc2cccn2C)cc1F | -12.0 | -4.1
Cc1cc(C(=C(Cl)Cl)c2cc(C)c(O)c([N+](=O)[O-])c2)cc([N+](=O)[O-])c1O | 19.0 | 2.7
CCOCCc1nnc(NC(=O)Nc2ccc(C)cc2)s1 | -1.9 | 1.0
O=C(c1cc(-c2ccccc2)n[nH]1)N1CC(c2nc(C3CC3)no2)C1 | -15.0 | -9.7
CC(=O)c1ccc(OCCOc2ccc([N+](=O)[O-])cc2)cc1 | -7.0 | -12.8
COc1cccc(CNC(=O)c2cn3c(n2)COCC3)c1OC | -2.3 | -4.1
c1ccc(-c2ccccc2OCCN2CCCC2)cc1 | -6.1 | 1.2
CCC1CCCCN1CCCNC(=O)c1c[nH]n2c(=O)c(Cc3ccccc3F)c(C)nc12 (stereo not given) | 30.0 | 9.4
CCOc1ccc(NC(=O)c2ccc(Cl)cc2)cc1 | -5.0 | -2.0

Copied from the list.
In Pf apPOL block, O=C(Nc1nccs1)c1cc(-c2ccncc2)nc2ccccc12 shows 0.8
In Pf apPOL block, O=C(Nc1ccccc1)OCCSCc1ccc2nc(C(F)(F)F)ccc2c1 shows -11.0
In mHTT-CaM PPI inh, CCCCS(=O)(=O)N1CCC(c2nc(C3CC3)no2)C1 (stereo not given) shows 0.9

Further entries follow.
canonical_smiles	mHTT-CaM PPI inh	Pf apPOL block
Cn1cccc1C1(C(F)(F)F)NN(c2ccccc2)C(N)=C1C#N (stereo not given)	11.0	3.2
O=C(COc1ccc(Cl)cc1)Nc1ncccn1	2.1	-3.4
N#Cc1ccc2c(c1)COC2(c1ccc(F)cc1)c1ccc(F)cc1	-45.5	/
Cc1ccc(C2C3=C(Nc4ncnn42)c2ccccc2OC3c2cccc(F)c2)cc1 (stereo not given)	53.0*	-6.8
CC(=O)Nc1ccc(S(=O)(=O)Oc2c(Cl)cc(C)cc2Cl)cc1	/	0.3&-5.9
CSc1nnc2c(n1)OC(c1cccs1)N(C(C)=O)c1ccccc1-2 (stereo not given)	6.0	-3.5
O=C(C[n+]1cccc(NC(=O)c2ccccc2)c1)c1cccc([N+](=O)[O-])c1	6.0	-1.5
COc1cc(C)nc(Nc2nc(C)c3cc(C)ccc3n2)n1	-3.8	-6.7
Cc1ccccc1CNC(=O)c1ccc2c(c1)NC(=O)C1CCCN21 (stereo not given)	1.8	-0.2
O=C(CN1C(=O)NC2(CCCCC2)C1=O)NCCC1=CCCCC1	-5.8	2.2

Quoted at random: three compounds from above, in no set order.
canonical_smiles	mHTT-CaM PPI inh	Pf apPOL block
Cc1ccc(C2C3=C(Nc4ncnn42)c2ccccc2OC3c2cccc(F)c2)cc1 (stereo not given)	53.0*	-6.8
CSc1nnc2c(n1)OC(c1cccs1)N(C(C)=O)c1ccccc1-2 (stereo not given)	6.0	-3.5
Cn1cccc1C1(C(F)(F)F)NN(c2ccccc2)C(N)=C1C#N (stereo not given)	11.0	3.2

(cont.)
canonical_smiles	mHTT-CaM PPI inh	Pf apPOL block
N#CC1C(=O)NC(=O)C([n+]2ccccc2)C1c1ccc(O)cc1 (stereo not given)	12.0	-2.0
CC(C)(C)c1ccc(N2C(=O)CC(c3ccccc3)C2=O)cc1 (stereo not given)	/	1.9
Cc1ccccc1NC(=O)N1CCCC1c1ccc(F)cc1 (stereo not given)	-1.0	-2.3
Cc1cc(OCC(=O)Nc2cccc(Cl)c2)nc(N2CCCCC2)n1	-9.5	0.0
CN(C)c1cccc(C(=O)N2CCCC2C(=O)NCCc2csc(-c3ccccc3)n2)c1 (stereo not given)	2.5	-5.1
COc1ccc(N=Cc2ccc(Br)s2)cc1	6.0	3.2
COc1ccc(C2C3=C(CCCC3=O)Nc3nc(SC)nn32)c(OC)c1 (stereo not given)	-8.0	-4.3
CCCOc1ccc(C(=O)N2CCCCC2CCN2CCCCC2)cc1 (stereo not given)	-3.8	-8.2
Cc1ccc(NC(=O)Cn2c(C)nc3sc(C)c(C)c3c2=O)cc1F	2.0	-1.8
O=C(NCC1COC2(CCCCC2)O1)C1COc2ccccc2O1 (stereo not given)	-3.4	-2.8
Cc1ccc(C)c(COc2ccc(C)nc2NC(=S)NCc2ccccc2)c1	/	-15.7
CC(C)(C)C(=O)Oc1ccc2c(c1)OC(=Cc1cccnc1)C2=O	9.0	-8.0
Cc1ccc(C(=O)NCCC2CCN(C(=O)c3ccccc3)CC2)cc1	12.7	-3.9
CC(C)C[C@@H](CO)N1CCNCCC1=O	29.9	0.1
COc1cc(CN2CCN(CCCc3ccccc3)CC2)cc(OC)c1O	6.2	-0.3
CCCC1CCc2c(sc(N)c2C(N)=O)C1 (stereo not given)	24.6	-6.3
CCOc1cc(C(=O)Nc2nnc(C3CCCO3)o2)cc(OCC)c1OCC (stereo not given)	23.3	-12.0
Cc1ccccc1C(=O)N1CCC(c2nc(C(=O)N3CCCCC3)c(C)o2)CC1	2.3	-5.7
CN1CCN(CCC(=O)Nc2ccc3c(c2)OCO3)CC1	2.3	9.9
Cc1cc(-c2ccc(NC(=O)C3CC3)c(C)c2)ccc1NC(=O)C1CC1	-0.7	-2.3

The final 2 entries of the part above open the next one:
canonical_smiles	mHTT-CaM PPI inh	Pf apPOL block
CN1CCN(CCC(=O)Nc2ccc3c(c2)OCO3)CC1	2.3	9.9
Cc1cc(-c2ccc(NC(=O)C3CC3)c(C)c2)ccc1NC(=O)C1CC1	-0.7	-2.3
O=C(CCN1C(=O)c2ccccc2C1=O)NCc1ccncc1	-3.0&-6.7	-4.4&-2.5
CCn1c2ccc(Br)cc2c2nc3ccccc3nc21	1.0	-14.7
CCOc1cccc2cc(C(N)=O)c(=Nc3sc4c(c3C#N)CCCC4)oc12	0.0	2.5
C=C1CCC2C(C)(C(=O)O)CCCC2(C)C1CCc1ccoc1 (stereo not given)	/	-6.7
Cc1cccc(-n2nc3c(c2NC(=O)c2ccc(Cl)cc2)CS(=O)(=O)C3)c1C	8.0	-11.5
CC(C)NC(=O)C1=CCN(C(=O)c2cccc(F)c2)CC1	-1.0	-3.2
CCCCCCSc1nnc(-c2ccco2)c(-c2ccco2)n1	90.0*	3.5
CN1C(=O)c2ccccc2Oc2ccc(NC(=O)c3cccs3)cc21	18.8	-4.0
CN(C)c1ccc(CNC(=O)c2cc3ccncc3n2C)cc1	19.1	-1.6
O=C(c1ccc(F)c(F)c1)N1CCC(n2c(-c3ccco3)nc3cccnc32)C1 (stereo not given)	70.7*	-5.9

In the list so far, 4 contain a nitro group on carbon:
canonical_smiles	mHTT-CaM PPI inh	Pf apPOL block
Cc1ccc(S(=O)(=O)N2CCN(c3ccc([N+](=O)[O-])cc3Cl)CC2)cc1	25.9	-4.6
Cc1cc(C(=C(Cl)Cl)c2cc(C)c(O)c([N+](=O)[O-])c2)cc([N+](=O)[O-])c1O	19.0	2.7
CC(=O)c1ccc(OCCOc2ccc([N+](=O)[O-])cc2)cc1	-7.0	-12.8
O=C(C[n+]1cccc(NC(=O)c2ccccc2)c1)c1cccc([N+](=O)[O-])c1	6.0	-1.5

Other results.
canonical_smiles	mHTT-CaM PPI inh	Pf apPOL block
COc1ccc(C(Nc2ccccn2)c2ccc3cccnc3c2O)cc1OC (stereo not given)	100.0*	-3.9&3.0
NC(=O)CC1NC(=O)c2ccccc21 (stereo not given)	2.0	-5.6
CCCC(=O)Nc1c(C)nc2scc(C)n2c1=O	-3.4	-2.8
CCN(C)C1CN(Cc2cn(CCCOC)nn2)S(=O)(=O)C1 (stereo not given)	4.9	-3.3
CCc1ccc(C2=CC(c3cc(OC)c(OC)c(OC)c3)n3nnnc3N2)cc1 (stereo not given)	13.0	7.6
COc1cc(Cl)ccc1C(=O)N1CCCC(c2noc(-c3ccccc3OC)n2)C1 (stereo not given)	28.6	-4.4
CCc1ccccc1NC(=O)N1CCN(C2=CC3=NC(CC)CN3C=N2)CC1 (stereo not given)	0.6	-1.8
COc1ccc(Nc2c(C(=O)N3CCCCCC3)cnc3nc(C)ccc23)cc1	2.7	-1.2
COc1ccc(C2C(C(=O)N3CC(C)CC(C)C3)c3ccccc3C(=O)N2C)cc1OC (stereo not given)	9.0	-3.2
N#CC1=C(N)Oc2n[nH]c(-c3ccc(Cl)cc3)c2C1c1ccc(F)cc1 (stereo not given)	17.0	0.1
CCOC(=O)Cn1c(-c2c(Cl)cccc2Cl)noc1=O	/	6.3
O=c1c2ccccc2ncn1C1CCN(S(=O)(=O)c2cc(F)cc(F)c2)CC1	-5.2	-2.2
